# TAG inh – reduces triacylglycerol accumulation in H9c2 cells. hit rate 0.66% among 230,000. AID 651582. inhibition, % at 12.5 µM. Nile Red lipid (TAG) fluorescence; cells loaded with 200 µM oleic acid;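 active means pattern-corrected inhibition of lipid staining of at least 50% with the nuclear-stain viability signal not falling by more than 50%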;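 further: 0% = DMSO wells and 100% = triacsin C control wells; some results filed as inactive read as strong as hits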
# TAG inh DAPI viability – also measured in TAG inh; calls as there; DAPI nuclei signal change (viability), lower = more cytotoxic, %;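 whole-well DAPI fluorescence read on a plate reader as a viability signal; minus 50 percent equals half of cells still viable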
# * = called active by the depositor; i = inactive. These rows are one share of the data; count on the stated rates, not on these rows.
SMILES,TAG inh,TAG inh DAPI viability
CCCCn1c(=N)n(CC(O)COc2ccccc2)c2ccccc21 (stereo not given),-2,14
CCN(CC)CCN(C(=O)c1ccc2c(c1)OCCO2)c1nc2cc(C)cc(C)c2s1,1,8
CC(Oc1ccc(Br)cc1)C(=O)N(C)CC(=O)Nc1ccc(N2CCOCC2)cc1 (stereo not given),1,1
Cc1ccccc1C(=O)NNC(=O)CSc1nc2ccccc2c(=O)[nH]1,0,7
O=C1C(SCCO)=C(SCCO)C(=O)c2ccccc21,34,-19
CCN(C(=O)c1c(OC)cccc1OC)c1nnc(-c2cccnc2)s1,9,-3
Nc1ccc(-c2nc3ccc(N)cc3s2)cc1,17,i
C[C@@H](C(=O)OCn1nnc2ccccc2c1=O)N1C(=O)C2CCCCC2C1=O (stereo not given in full),-13,6
O=C(O)c1cccc2c1C(=O)c1cc([N+](=O)[O-])ccc1-2,-13,8
COCCN(C(=O)C1CCN(C(=O)c2ccccc2C)CC1)c1c(N)n(CC(C)C)c(=O)[nH]c1=O,-1,5
CCOC(=O)N1CCN(C(=S)NC(=O)c2cccc(OC)c2)CC1,1,56
C[C@@H]1COC(=O)[C@@H](CC(=O)OC(C)(C)C)C/C=C\C[C@@H](CC(=O)N[C@@H](CO)Cc2ccccc2)C(=O)N1,4,6
S=C(NCc1ccccn1)Nc1ccc(Cl)c(Cl)c1,-2,-2
CN(CC(=O)NCc1ccc(Cl)cc1)S(=O)(=O)c1cccc2nsnc12,5,10
COc1ccc(C(=O)Nc2ccnn2C2CCN(Cc3ccncc3)CC2)cc1,1,-8
CCCCn1c(=O)n(CC(=O)Nc2c(CC)cccc2CC)c(=O)c2c1nc(CO)n2CCC,16,4
COc1ccc(NC(=S)N/N=C2\CC(C)(C)Oc3ccc(O)cc32)cc1,13,0
CCOc1ccc(NC(=O)CN(C)C(=O)C2CC(=O)N(CCc3ccc(OC)c(OC)c3)C2)cc1OCC (stereo not given),-7,-1
CCOC(=O)CSc1nc2ccccc2c(=O)n1C1CCCC1,-17,11
COC(=O)CSC1=C(C#N)C(c2ccc(F)cc2)CC(=O)N1 (stereo not given),0,2
Cc1nnc(N2C(=O)C(O)=C(C(=O)c3ccco3)C2c2cccc3ccccc23)s1 (stereo not given),9,-5
CC(=O)ON1C(C)(C)CC(OC(=O)c2ccccc2)CC1(C)C,-13,-9
CN(CC(=O)Nc1ccc(S(N)(=O)=O)cc1)Cc1ccccc1F,0,3
CCCCOC(=O)C(C#N)c1nc2ccccc2nc1N1CCOCC1 (stereo not given),11,3
Cc1cc(C)c(OCCN(C)Cc2ccccc2)c(Br)c1,-3,4

# Whole records from above. Values in the order: TAG inh	TAG inh DAPI viability
# `Cc1cc(C)c(OCCN(C)Cc2ccccc2)c(Br)c1` reads -3	4
# `COC(=O)CSC1=C(C#N)C(c2ccc(F)cc2)CC(=O)N1` (stereo not given) reads 0	2

# Next compounds:
SMILES,TAG inh,TAG inh DAPI viability
O=[N+]([O-])c1ccc(S(=O)(=O)N2CCSC2c2ccco2)cc1 (stereo not given),-5,-5
CCN(CC)CCCNC(=O)c1ccc(OCC(=O)Nc2ccccc2C(F)(F)F)c(OC)c1,19,-8
Cc1ccc(C(=O)NCC(=O)N2CCN(S(=O)(=O)c3cccs3)CC2)s1,17,1
Cc1ccc2oc(-c3ccc(NC(=O)c4cccnc4)cc3)nc2c1,-6,9
CN(Cc1ccccc1)C(=O)c1ncn(C)c1C(=O)N(C)Cc1ccccc1,8,-5
CCN(CC)S(=O)(=O)c1ccc(Cl)c(C(=O)Nc2nncs2)c1,15,2
CCCCN(C)C1CCN(C(=S)Nc2ccc(OC)cc2)CC1,5,-2
CCc1ccccc1NC(=S)N(CCN1CCCCC1)Cc1ccco1,-8,5
COCCNC(=O)C1(C)CCN(C(=O)c2ccc3sccc3c2)C1 (stereo not given),-6,5
Cc1ccc2ncccc2c1[N+](=O)[O-],-1,9
Cc1cnc(NC(=O)c2ccc(OCC3CCCO3)cc2)s1 (stereo not given),-4,-5
O=C(OCc1cc(=O)n2ccsc2n1)C1(c2ccccc2)CC1,11,-8
CCOC(=O)c1ccc(NCc2ccc3c(c2)OCO3)cc1,-39,-2
O=C(O)C(CO)N=Cc1c(O)c2ccccc2oc1=O (stereo not given),-13,14
Cc1ccc(C(=O)COC(=O)CCC(=O)NC2CCCCC2)cc1[N+](=O)[O-],-20,13
CCS(=O)(=O)N1CCN(Cc2c[nH]c3ccccc23)CC1,-4,4
O=S(=O)(c1ccc(Cl)cc1)N1CCCC1c1nc2ccccc2s1 (stereo not given),-14,5
CCOc1ccccc1NC(=O)C1=C(C)NC(=O)NC1c1cccs1 (stereo not given),-7,11
Cc1cc(S(=O)(=O)c2ccc(Cl)cc2)nc(S(=O)(=O)c2ccc(Cl)cc2)c1C#N,66,-60
CCCOc1ccc(F)cc1-c1cc(C(=O)Nc2ccccc2)[nH]n1,8,9
COc1cc(NCCCn2cnc3c(OCc4ccccc4)ncnc32)cc(OC)c1OC,5,-7
CCOC(=O)[C@H]1[C@H]2COc3ccc(Cl)cc3[C@@H]2N2C(=O)c3ccc(Cl)cc3NC(=O)[C@@]12C,-6,-9
Cc1nonc1OCCN1CCN(c2ccc([N+](=O)[O-])cc2)CC1,3,-4
CN(C)c1ccc(C2Nc3ccccc3C(=O)N2NS(=O)(=O)c2ccccc2)cc1 (stereo not given),-10,2
CC1CCCC(NC(=O)c2cc(S(=O)(=O)N3CCCCC3)c[nH]2)C1C (stereo not given),5,-16

# The list goes on:
SMILES,TAG inh,TAG inh DAPI viability
COc1cc(/C=C2/SC(=O)NC2=O)ccc1OC(=O)c1ccco1,12,7
CCN1C[C@@H]2[C@@H]3C(=O)N(Cc4ccccc4)C(=O)[C@@H]3[C@](CC)(C1=O)N2C(=O)c1ccc(C(F)(F)F)cc1,3,-5
O=C(CS(=O)(=O)c1cn(CC(=O)N2CCOCC2)c2ccccc12)NCc1ccc(F)cc1,-3,-3
COc1ccc(-n2c(O)c(/C=N/Nc3nc(C)cc(C)n3)c3ccccc3c2=O)cc1OC,5,-33
Cc1ccc(C(=O)N[C@H](C(=O)N2CCN(c3ncccn3)CC2)C(C)C)cc1,-15,-3
CC(C)=CCN1CCN(Cc2cnc(N3CCCC3)s2)CC1CCO (stereo not given),-10,4
Cc1onc(-c2c(Cl)cccc2Cl)c1NC(=O)NN(C)c1ccc([N+](=O)[O-])cn1,-11,9
COc1ccccc1C(=O)NCC(=O)Nc1ccc2c(c1)OCO2,9,3
Cc1ccccc1CN1CCN(CC2CC2)CC1CCO (stereo not given),0,10
CNC(=O)NC(=O)COC(=O)c1ccccc1OCc1ccccc1,-8,4
Nc1nncn1C(=O)c1cc(Br)ccc1Cl,3,-11
CC(=O)Cc1nsc(NC(=O)c2ccc(Cl)cc2Cl)n1,9,1
Cc1ccc(Cn2ncc3c(N4CCOCC4)ncnc32)cc1,-35,3
CCn1c(SCC(=O)Nc2ccc(S(=O)(=O)Nc3ccccn3)cc2)nnc1-c1ccncc1,8,-1
CCCn1c(CCC(=O)O)nc2cc(S(N)(=O)=O)ccc21,-14,11
COc1ccccc1CN1CCN(S(=O)(=O)c2ccc(C)cc2)CC1,-4,-4
CCOC(=O)C1=C(C)N(CCCC(=O)O)C(=O)NC1c1ccc(Cl)cc1 (stereo not given),14,-6
O=C(O)/C=C/C(=O)Nc1ccc(O)cc1,2,-3
Cc1ccsc1C(=O)NCCC(c1ccccc1)c1ccccc1,-21,1
CS(=O)(=O)c1ccc([C@@H](O)[C@@H](CO)NC(=O)C(Cl)Cl)cc1,-1,-2
O=C(c1ccccc1)c1ccc(Cn2cc(-c3ccccc3)nn2)cc1,-35,9
CC(C)Oc1ccc(S(=O)(=O)N2CCOCC2)cc1NC(=O)C1=NN(c2ccccc2)C(=O)CC1,32,-14
CCOC(=O)Cn1c(=O)oc2cc(S(=O)(=O)N3CCc4ccccc43)ccc21,-7,2
COCCNC(=O)C(C)N1c2cccc3cccc(c23)S1(=O)=O (stereo not given),1,5
C[C@H](CO)N1C[C@H](C)[C@@H](CN(C)C(=O)Nc2ccccc2)Oc2ccc(NC(=O)C3CC3)cc2C1=O,-9,0

# New compounds follow:
SMILES,TAG inh,TAG inh DAPI viability
Cc1cc(C)c(C)c(S(=O)(=O)N2CCC(C(=O)NNC(=O)c3ccccc3O)CC2)c1C,-6,-16
Cn1nnc2cc(C(=O)N3CCC(c4ccccc4)C3)ccc21 (stereo not given),8,-8
CCC1(C)SC(N)=NN1C(C)=O (stereo not given),-6,-2
CCN1CCN(C(=S)Nc2ccc([N+](=O)[O-])cc2)CC1,8,-6
COc1ccccc1OCC(=O)Nc1ccc2c(c1)C(=O)N(CC1CCCO1)C2=O (stereo not given),-5,3
O=C(CC1C[C@H](C(=O)N2CCOCC2)[C@@]2(CCC3CCCC3)c3[nH]c4ccccc4c3CCN2C1=O)NCCC1=CCCCC1 (stereo not given in full),-1,-10
CN(Cc1ccccc1)C(=O)c1ccc(NC(=O)Cc2ccc([N+](=O)[O-])cc2)cc1,-12,-3
COc1ccc(Nc2nc(NCc3ccco3)nc(N/N=C/c3ccccc3)n2)cc1,4,4
CC1(C)N=C(N)N=C(N)N1c1cccc(CN)c1,19,-8
O=C(Nc1ccccc1C(=O)N1CCOCC1)c1cccc(S(=O)(=O)N2CCCC2)c1,-11,2
COC(=O)CSc1nc2nc(C)c(Br)cc2[nH]1,0,-5
O=C(c1ccccc1)N(c1ccccc1)c1ccccc1O,0,13
O=C(CN1C(=O)C2C3C=CC(C3)C2C1=O)Nc1nc(SCc2ccc(Cl)cc2)n[nH]1 (stereo not given),-4,-10
COC1Cc2ccccc2N(C(=O)N2CCN(CCO)CC2)c2ccccc21 (stereo not given),-5,-2
O=C(NCCc1c[nH]c2ccccc12)c1cnccn1,10,3
CC1CCCN(S(=O)(=O)c2cccc(C(=O)OCC(=O)N(C)Cc3c(F)cccc3Cl)c2)C1 (stereo not given),-24,3
CCCC(=O)OCC(=O)c1[nH]c(C)c(C(C)=O)c1C,0,3
COc1ccccc1C(=O)NCCC(=O)N1CCN(c2ccccc2O)CC1,-4,-1
O=C(CN(C(=O)c1ccc2c(c1)OCCO2)c1ccccc1)NCC1CCCO1 (stereo not given),15,-9
CCc1ccc(/C=N/NC(=O)c2cc(-c3ccncc3)nc3ccccc23)s1,47,-27
CCc1ccc(NC(=S)NC2CCN(Cc3ccccc3)CC2)cc1,-5,20
CC(=O)Nc1ccc(S(=O)(=O)NC2(C(F)(F)F)NC(=O)N(c3ccc(C)cc3)C2=O)cc1 (stereo not given),8,2
Nc1nc2c(Cl)ccc(Cl)c2s1,-2,1
COc1ccc(NS(=O)(=O)c2ccc(C(=O)N(C)Cc3ccc(C)o3)cc2)cc1,12,6
CC1(C)CC(=O)C=C(Nc2ccc(F)cc2F)C1,-8,2

# A stretch from the list above, for reference:
SMILES,TAG inh,TAG inh DAPI viability
Cn1nnc2cc(C(=O)N3CCC(c4ccccc4)C3)ccc21 (stereo not given),8,-8
CCC1(C)SC(N)=NN1C(C)=O (stereo not given),-6,-2
CCN1CCN(C(=S)Nc2ccc([N+](=O)[O-])cc2)CC1,8,-6
COc1ccccc1OCC(=O)Nc1ccc2c(c1)C(=O)N(CC1CCCO1)C2=O (stereo not given),-5,3
O=C(CC1C[C@H](C(=O)N2CCOCC2)[C@@]2(CCC3CCCC3)c3[nH]c4ccccc4c3CCN2C1=O)NCCC1=CCCCC1 (stereo not given in full),-1,-10
CN(Cc1ccccc1)C(=O)c1ccc(NC(=O)Cc2ccc([N+](=O)[O-])cc2)cc1,-12,-3
COc1ccc(Nc2nc(NCc3ccco3)nc(N/N=C/c3ccccc3)n2)cc1,4,4
CC1(C)N=C(N)N=C(N)N1c1cccc(CN)c1,19,-8
O=C(Nc1ccccc1C(=O)N1CCOCC1)c1cccc(S(=O)(=O)N2CCCC2)c1,-11,2
COC(=O)CSc1nc2nc(C)c(Br)cc2[nH]1,0,-5
O=C(c1ccccc1)N(c1ccccc1)c1ccccc1O,0,13
O=C(CN1C(=O)C2C3C=CC(C3)C2C1=O)Nc1nc(SCc2ccc(Cl)cc2)n[nH]1 (stereo not given),-4,-10
COC1Cc2ccccc2N(C(=O)N2CCN(CCO)CC2)c2ccccc21 (stereo not given),-5,-2
O=C(NCCc1c[nH]c2ccccc12)c1cnccn1,10,3

# (list continues)
SMILES,TAG inh,TAG inh DAPI viability
CC1CCN(C(=S)NC(=O)c2cccs2)CC1,6,-7
CC(=O)N1c2ccc(S(=O)(=O)N3CCCC(C(=O)N4CCCCC4)C3)cc2CC1C (stereo not given),-9,-1
Cc1nnc(NC(=O)CSc2nnc(CNC(=O)c3ccc(F)cc3)o2)s1,-15,-4
Cn1cc(C(=O)N2CCN(c3ccccn3)CC2)c(=O)c2cc(S(=O)(=O)N3CCOCC3)ccc21,4,6
CN(C)c1ccc(/C=C2\NC(=S)N(Cc3ccccc3)C2=O)cc1,-140,-6
CC1=CC(C)(C)N(C(=O)c2ccc(F)cc2)c2cc3c(cc21)OCO3,-16,-1
COc1ccc(/C(O)=C/c2nc3ccccc3n(-c3ccccc3)c2=O)cc1,-4,17
CSc1nc2ccsc2c(=O)n1-c1ccccn1,-30,6
CCOc1ccc(NC(=S)NCCCc2ccccc2)cc1,9,6
O=CNC1c2ccccc2CCc2ccccc21,6,5
Cc1cc(C)cc(Cn2c3ccc(NC(=O)NCc4ccc(F)cc4)cc3c(=O)n2C)c1,-30,25
O=C(NCC1CCCO1)c1ccc2c(c1)N(Cc1ccccc1)C(=O)CS2=O (stereo not given),1,9
Cc1ccc(-c2cc3nc(NCCOc4ccccc4Cl)n(C)c(=O)c3s2)cc1,15,-12
Cc1ccc(C)c(NC(=O)c2ccc(OCc3c(C)noc3C)cc2)c1,8,-4
CCCCN(C)CCNS(=O)(=O)c1ccc2c(c1)n(C)c(=O)c(=O)n2C,-7,4
O=C(COC(=O)c1ccc(NS(=O)(=O)c2ccc3c(c2)OCCO3)cc1)NC1CCS(=O)(=O)C1 (stereo not given),8,-11
CC(=O)Nc1ccc2nc3c(=O)n(C)c(=O)n(C)c3nc2c1,-1,5
Cc1nn(Cc2c(Cl)cccc2Cl)c(C)c1NC(=O)Cn1nc([N+](=O)[O-])c(Cl)c1C,-26,0

# Screening data from PubChem BioAssay.
